EPAC1 antagonist = antagonists of human EPAC1; O95398; 360,000 compounds, 0.14% hits; EPAC1 GEF assay, Rap1b-BODIPY-GDP exchange fluorescence; Potency, µM (series often up to 115 µM), inactives show top-dose activity change, negative = inhibition, hits mostly inhibitors; AID 720709;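 further: potency means the concentration at half of the fitted maximal effect; plate controls were vehicle for no effect and positive control for full effect; nearly all actives have a fitted effect of over 50% in size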
EPAC1 agonist = agonists of human EPAC1; Potency, µM (series often up to 154 µM), inactives show at the top dose activation, usual class: activators; 360,000 compounds, 0.073% hits; O95398; EPAC1 agonist qHTS, biochemical assay; response scale: 100% = response to 6.5 mM cAMP; further: potency means the concentration at half of the fitted maximal effect; nearly all actives have a fitted effect of over 60% in size
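Nucleotide exchange assay: 100 nM EPAC1 with 250 nM Rap1B loaded with BODIPY-GDP and 50 uM GDP, room temperature. Fluorescence (480/540 nm) read every 5 min for 30 min; signal change normalized to 6.5 mM cAMP as full agonist.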
MmCpn inh = inhibitors of Methanococcus maripaludis chaperonin (MmCpn). purified Mm-Cpn ATPase, ADP Transcreener TR-FRET. Potency, µM (series often up to 76.9 µM), inactives show at the highest dose activity, negative = inhibition, most hits filed as inhibitors. 330,000 compounds, 0.031% hits. AID 504842; further: potency means the concentration at half of the fitted maximal effect; on the % scale 0 is the no-effect control and ±100 the full control effect; nearly all actives have a fitted effect of over 80% in size
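Quantitative HTS used 25 nM Mm-CPN and 10 uM ATP in magnesium/KCl Tris buffer, pH 7.4, with 1 mM DTT. Hydrolysis ran 30 min at 37°C; ADP was read by HTRF.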
PLK1 PBD inh = blocks phosphopeptide binding to human PLK1 polo-box domain. P53350. Plk1 PBD binding of FITC phosphopeptide, fluorescence polarization. Potency, µM, inactives show max response, negative = inhibition, actives largely listed as inhibitors. 360,000 compounds, 2.8% hits. AID 720504; further: potency means the concentration at half of the fitted maximal effect; series mostly up to about 57 µM; on the % scale 0 is the no-effect control and ±100 the full control effect; nearly all actives have a fitted effect of over 65% in size
PI5P4Ka inh = inhibitors of human PI5P4K alpha. P48426. PI5P4Kalpha enzyme, ADP-Glo luminescence, 60 min; stronger effect = lower value. max response, %. 330,000 compounds, 1.2% hits. AID 652105; active means max response of -50% or lower; inconclusive means between -30% and -50%; inactive means -30% or higher; further: value at the top dose of about 77 µM; on the % scale 0 is the no-effect control and ±100 the full control effect
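Single end-point luminescence (ADP-Glo) quantified ADP from PI5P4Kalpha turnover; ATP 5 microM final, 1 h at RT, 0.1% CHAPS and 0.28 mM EGTA in HEPES pH 7.4.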
EPAC2 antagonist = antagonists of human EPAC2; EPAC2 GEF exchange of Rap1B-BODIPY-GDP, fluorescence; 360,000 compounds, 0.18% hits; Potency, µM (highest dose often 114 µM), without a hit: top-dose activity, negative = inhibition, actives largely listed as inhibitors; AID 720708; further: potency means the concentration at half of the fitted maximal effect; on the % scale 0 is the no-effect control and ±100 the full control effect; nearly all actives have a fitted effect of over 45% in size; many of its hits are not listed in these tables
Target sequence (Q8WZA2 whole entry, looked up): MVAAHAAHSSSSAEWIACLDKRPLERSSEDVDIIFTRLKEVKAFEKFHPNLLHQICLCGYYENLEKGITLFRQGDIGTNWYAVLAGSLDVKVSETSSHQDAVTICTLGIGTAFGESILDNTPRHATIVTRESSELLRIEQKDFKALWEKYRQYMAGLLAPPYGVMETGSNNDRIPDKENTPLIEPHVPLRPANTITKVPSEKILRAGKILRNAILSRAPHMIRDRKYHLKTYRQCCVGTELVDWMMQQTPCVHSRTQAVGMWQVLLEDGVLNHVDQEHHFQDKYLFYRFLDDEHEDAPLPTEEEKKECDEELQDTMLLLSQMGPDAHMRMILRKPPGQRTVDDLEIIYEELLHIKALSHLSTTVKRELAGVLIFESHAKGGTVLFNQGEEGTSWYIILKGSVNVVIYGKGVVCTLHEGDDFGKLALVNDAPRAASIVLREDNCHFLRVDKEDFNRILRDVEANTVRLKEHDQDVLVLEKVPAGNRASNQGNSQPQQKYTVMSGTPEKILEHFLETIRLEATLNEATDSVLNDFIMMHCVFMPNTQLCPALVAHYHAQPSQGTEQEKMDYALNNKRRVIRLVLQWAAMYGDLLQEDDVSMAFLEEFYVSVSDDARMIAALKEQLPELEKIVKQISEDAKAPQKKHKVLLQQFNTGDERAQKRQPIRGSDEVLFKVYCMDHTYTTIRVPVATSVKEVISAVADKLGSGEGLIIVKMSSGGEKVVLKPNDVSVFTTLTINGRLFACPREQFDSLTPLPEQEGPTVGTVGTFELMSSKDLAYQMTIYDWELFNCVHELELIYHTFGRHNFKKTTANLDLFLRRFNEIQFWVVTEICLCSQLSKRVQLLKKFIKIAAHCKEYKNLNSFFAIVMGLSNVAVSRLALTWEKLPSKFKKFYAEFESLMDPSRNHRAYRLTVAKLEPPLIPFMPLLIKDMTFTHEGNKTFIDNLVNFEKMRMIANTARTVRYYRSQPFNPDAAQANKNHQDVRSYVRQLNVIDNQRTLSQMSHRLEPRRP
CCT modulator = cytosolic chaperonin activity modulation. 360,000 compounds, 0.3% hits. activity change, % (concentration not given with the values), hits read low. purified chaperonin ATPase assay, HTRF ADP detection, 30 min; in the data active means activity change below about -30%; further: on the % scale 0 is the no-effect control and ±100 the full control effect
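Nucleotide hydrolysis assay: TRiC at 20–40 nM final (set by batch activity) with 10 uM ATP, 30 min at 37 °C, in presence of 76 uM compound. Detection by competitive ADP HTRF, 30 min ambient.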
WRN helicase inh = inhibitors of human WRN helicase; Q14191; Potency, µM (highest dose often 114 µM), inactives show top-dose activity change, negative = inhibition, usual class: inhibitors; WRN helicase unwinding, fluorescent forked duplex, kinetic; 360,000 compounds, 0.46% hits; further: potency means the concentration at half of the fitted maximal effect; on the % scale 0 is the no-effect control and ±100 the full control effect; nearly all actives have a fitted effect of over 55% in size
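Primary qHTS, 1536-well format. 20 nM WRN + compound, 15 min RT; start with 100 nM forked fluorophore/quencher duplex, 2 mM ATP (final); kinetic read ex 525/em 598 nm.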
* hit, by the source's call; ? = inconclusive; · = no result given; [ ] = remark or other dose. Unless noted, the call rests on the fitted dose curve; in most records, active means well fitted curve in the direction sought with a large enough effect; inconclusive means small, poorly fitted or top-dose-only effect, or another doubt; inactive means no such curve, though single readings can be large; an effect the other way counts as inactive or inconclusive. These rows are one share of the data (hit frequency here may not be typical).

SMILES | EPAC1 antagonist | EPAC1 agonist | MmCpn inh | PLK1 PBD inh | PI5P4Ka inh | EPAC2 antagonist | CCT modulator | WRN helicase inh
CCOc1ccc2oc(C(=O)NCC(c3ccco3)N(C)C)c(C)c2c1 (stereo not given) | 1.9% | -3.4% | 0.6% | -2.1% | 8.1 | 10.8% | 1.0 | 4.4%
CC1(C)Cc2nc3sc4c(SCC(=O)NCc5ccccc5)ncnc4c3cc2CO1 | -4.1% | -3.2% | -15.2% | 1.9% | 1.9 | -4.0% | 1.1 | -5.6%
COC(=O)c1ccccc1OCCOc1ccccc1C(=O)OC | -1.9% | 7.1% | 0.2% | -1.1% | 0.2 | -3.2% | 1.8 | 3.1%
CC(C)OC(=O)CSc1nc(N)c(C#N)c(-c2cccs2)c1C#N | 10.8% | -10.2% | -22.8% | -9.4% | · | 8.0% | -1.0 | 4.1%
Cc1nn(CCCC(=O)N2CCN(c3ccc(F)cc3)CC2)c(C)c1[N+](=O)[O-] | -6.7% | 3.6% | 1.2% | -17.6% | 1.0 | -4.1% | -2.4 | 1.8%
CCS(=O)(=O)n1nc(-c2ccccc2)cc1N | 4.9% | -6.8% | -1.6% | 1.9% | -10.1 | 11.0% | -3.5 | -3.0%
Cc1cccc(NC(=O)NCCN2C(=O)C3C4C=CC(C4)C3C2=O)c1 (stereo not given) | -7.6% | -4.7% | 0.9% | 6.4% | -4.0 | 5.9% | -1.5 | 2.1%
N#Cc1nc(-c2ccccc2)oc1NCCN1CCCCC1 | -0.1% | 11.4% | -6.6% | -4.5% | 4.1 | -2.6% | -2.1 | -0.4%
CC(C)C[C@H]1CN=C(Nc2ccccc2)N1CC1CCC(C(C)(C)C)CC1 (stereo not given in full) | -25.6% | -6.3% | -17.1% | 1.9% | -14.7 | 4.7% | 1.0 | -2.4%
O=C(CSC1=NCCS1)Nc1ccccc1F | 0.0% | 9.4% | -8.6% | ? | 1.6 | 4.2% | -5.8 | -3.6%
CCOc1ccc2nc(SCC(=O)NCc3ccc4c(c3)OCO4)[nH]c2c1 | 0.8% | 8.2% | 0.2% | -6.1% | · | -0.8% | -0.9 | -1.6%
c1csc(-c2nnsc2-c2nc3ccccc3[nH]2)c1 | -9.7% | 1.0% | -3.2% | ? | -14.7 | 2.7% | 0.9 | -5.0%
Cc1nc(C(F)(F)F)c(C(=O)O)cc1-c1nc(-c2ccccc2)cs1 | 0.2% | 9.7% | -16.5% | -10.4% | 2.4 | -4.9% | 0.6 | -6.0%
CC1(C)CC(=O)C(C=Nc2ccc(C(=O)c3ccccc3)cc2N=CC2=C(O)CC(C)(C)CC2=O)=C(O)C1 | -1.3% | 2.2% | -8.0% | -15.9% | 0.1 | 3.1% | -3.0 | 6.8%
NS(=O)(=O)c1cccc(NC(=O)COC(=O)c2cc([N+](=O)[O-])ccc2N2CCCC2)c1 | -8.9% | 7.4% | 2.6% | 6.1% | -5.4 | -1.9% | -0.2 | -11.2%
CC1CCN(CCOc2ccccc2-c2ccccc2)CC1 | -8.1% | -1.1% | -3.1% | -4.9% | 2.4 | 1.8% | -1.1 | -13.3%
COc1ccc(NC(=O)c2cc(-c3ccncc3)nc3ccccc23)c(OC)c1 | -3.8% | 7.3% | 3.3% | 6.8% | 8.3 | -18.3% | -1.1 | -7.4%
Cc1cc(C)n(-c2ccc(C(=O)Nc3ccc(S(=O)(=O)NCc4ccco4)cc3)cc2)n1 | -19.9% | 12.1% | -5.7% | -10.4% | -13.4 | -13.0% | -2.2 | -17.1%
Cc1ccc(-n2cc(C(=O)c3ccc(N4CCN(C)CC4)cc3)nn2)cc1Cl | -2.1% | -9.6% | 1.6% | -5.8% | 6.4 | 4.2% | -3.4 | 8.1%
CCOC(=O)NC(Nc1nnc(C)s1)(C(=O)OCC)C(F)(F)F (stereo not given) | 13.3% | 0.5% | 1.3% | -7.4% | -0.8 | 3.8% | -1.1 | 8.8%

Compound profiles, as listed above. Values in the order: EPAC1 antagonist | EPAC1 agonist | MmCpn inh | PLK1 PBD inh | PI5P4Ka inh | EPAC2 antagonist | CCT modulator | WRN helicase inh
Listed for `CC1CCN(CCOc2ccccc2-c2ccccc2)CC1` : -8.1% | -1.1% | -3.1% | -4.9% | 2.4 | 1.8% | -1.1 | -13.3%
Listed for `Cc1cccc(NC(=O)NCCN2C(=O)C3C4C=CC(C4)C3C2=O)c1` (stereo not given) : -7.6% | -4.7% | 0.9% | 6.4% | -4.0 | 5.9% | -1.5 | 2.1%
Listed for `Cc1nn(CCCC(=O)N2CCN(c3ccc(F)cc3)CC2)c(C)c1[N+](=O)[O-]` : -6.7% | 3.6% | 1.2% | -17.6% | 1.0 | -4.1% | -2.4 | 1.8%
Listed for `CC1(C)Cc2nc3sc4c(SCC(=O)NCc5ccccc5)ncnc4c3cc2CO1` : -4.1% | -3.2% | -15.2% | 1.9% | 1.9 | -4.0% | 1.1 | -5.6%
Listed for `O=C(CSC1=NCCS1)Nc1ccccc1F` : 0.0% | 9.4% | -8.6% | ? | 1.6 | 4.2% | -5.8 | -3.6%

Remaining list, next part.
SMILES | EPAC1 antagonist | EPAC1 agonist | MmCpn inh | PLK1 PBD inh | PI5P4Ka inh | EPAC2 antagonist | CCT modulator | WRN helicase inh
O=C1N/C(=N/NC(=O)c2cccc3ccccc23)S/C1=C\c1ccccc1OCc1ccccc1 | ? | -2.2% | 3.3% | 26.7µM* | -55.1* | 0.1% | 0.3 | 56.2µM*
CS(=O)(=O)N1CCCCC1c1cc(C(=O)Nc2cccc3c2CCCC3)no1 (stereo not given) | -6.0% | 12.1% | · | -13.2% | -11.0 | 5.4% | -0.2 | -5.9%
Cc1ccc(S(=O)(=O)N2CCN(CC(=O)NC(C)c3ccccc3)CC2)cc1 (stereo not given) | -9.5% | -13.4% | -0.6% | -8.3% | 4.2 | 4.1% | 1.4 | -13.6%
CC(NC(=O)CSc1nc(C2CC2)n(-c2ccccc2)n1)c1ccco1 (stereo not given) | 8.2% | 3.5% | -1.3% | -5.0% | 6.3 | 0.0% | -1.2 | -6.3%
O=C(N/N=C/c1ccco1)C1COc2ccccc2O1 (stereo not given) | -20.3% | 2.8% | 1.1% | -4.5% | 1.9 | -0.1% | 0.4 | 0.4%
COc1ccc(C)cc1NC(=O)C1CCN(S(=O)(=O)c2cccs2)CC1 | -2.3% | 6.1% | 1.0% | 0.2% | 2.8 | -2.9% | 0.1 | -3.9%
CCOCCCNC(=O)/C(C#N)=C/c1ccc([N+](=O)[O-])o1 | -0.2% | 5.9% | 1.4% | ? | -17.2 | 2.8% | 2.3 | 15.4%
CCC(O)c1nc2ccccc2n1CCc1ccccc1 (stereo not given) | -6.3% | 5.0% | 1.7% | -14.4% | 0.1 | 2.1% | -0.2 | 18.7%
CSCCC1NC(=O)N(CC(=O)Nc2ccc(Cl)c(S(=O)(=O)N3CCOCC3)c2)C1=O (stereo not given) | -8.4% | -3.5% | 0.4% | -4.5% | -2.4 | -14.3% | -0.3 | -6.6%
COc1ccccc1N1C(=O)S/C(=C\c2ccc(C)s2)C1=O | -18.0% | 3.1% | 1.5% | -1.6% | -3.5 | 0.8% | -1.6 | 1.7%
CC(C)(C)CC(=O)Nc1cc2c3c(c1)CC(=O)N3CCC2 | 12.4% | -10.4% | 0.6% | -8.5% | 0.3 | 8.3% | 0.4 | -3.5%[57.1 µM]
CCOC(=O)N1Cc2cc3ccccc3nc2C1 | -10.0% | 7.6% | · | 5.6% | 2.8 | 4.7% | 0.5 | 4.6%
COc1ccc(N2C(=O)C(Cc3ccccc3)NC2=S)cc1 (stereo not given) | 1.5% | -11.8% | 3.4% | ? | 7.0 | -2.5% | 1.7 | -2.8%
Cc1ccc(N2C(=O)C(O)(C(F)(F)F)C3=C2CC(C)(C)CC3=O)cc1 (stereo not given) | -5.9% | -9.9% | 3.8% | -0.9% | 4.3 | 16.7% | 2.7 | -1.0%
Cc1ccc(NC2CCCN(C(=O)c3ccc4[nH]ccc4c3)C2)cc1C (stereo not given) | 3.8% | 0.4% | 1.4% | -0.4% | 4.4 | 2.3% | 0.9 | -6.9%
COc1ccc(/C=N/N=C2\SCC(=O)N2c2c(C)n(C)n(-c3ccccc3)c2=O)cc1OC | -10.9% | -5.3% | -0.6% | -7.5% | 1.9 | 9.7% | -3.5 | -15.1%[57.1 µM]
CN(Cc1ccon1)Cc1cn(C)nc1-c1ccc2c(c1)OCCO2 | -2.3% | -2.9% | -0.7% | -8.2% | 4.2 | -11.4% | -1.2 | -6.6%
CCOc1ccc(C(=O)Nc2ccc(S(=O)(=O)N3C[C@@H]4C[C@@H](C3)c3cccc(=O)n3C4)cc2)cc1 | 7.2% | -20.4% | -14.6% | 9.7% | -1.4 | -7.3% | 0.3 | 0.1%
Cc1ccc(CNC(=O)/C=C/c2cccs2)cc1 | -4.8% | 3.5% | 0.4% | -8.8% | 0.4 | -5.0% | -2.1 | 8.4%
CN(c1nc(-c2ccc(Br)cc2)cs1)C1CCS(=O)(=O)C1 (stereo not given) | -6.0% | 4.1% | 0.1% | 1.0% | 3.5 | -5.5% | 0.2 | -6.7%
COc1ccc(C(C)=O)cc1CN1C(=O)NC2(CCCCCCC2)C1=O | 0.6% | -1.9% | -0.2% | -9.3% | 2.4 | 2.5% | -4.0 | -11.8%
CCC(CC)C(=O)Nc1cc(=O)n(C)c(=O)n1C | 1.4% | -1.0% | -0.4% | 4.6% | -2.5 | -6.9% | 0.2 | 3.3%
CCN(CC)c1nc(N)nc(N(c2ccccc2)c2ccccc2)n1 | -8.0% | -15.2% | 1.2% | 1.8% | -4.5 | -17.1% | -1.6 | -3.7%
CCC(CO)Oc1cc(NC(=O)c2ccc(Cl)cc2)c2ncn(C(C)C)c2c1 (stereo not given) | -10.8% | -16.4% | -1.2% | -11.2% | 3.3 | 2.1% | -1.4 | -26.6%
COc1ccc(C2=Nc3ccccc3N(C(=O)c3cccnc3)C2C(=O)NC2CCCC2)cc1 (stereo not given) | 1.9% | 18.2% | · | -17.5% | 6.0 | 5.7% | · | 1.9%
Cc1ccc2[nH]c(=O)c(CN(Cc3cccs3)Cc3nnnn3Cc3ccccc3)cc2c1 | -3.5% | 12.3% | -1.8% | -7.1% | · | -17.2% | -3.1 | -14.4%
CCOc1ccc(C(=O)NCCN2CCCCC2)c(OCC)c1 | -4.1% | -3.2% | 1.5% | -8.8% | 7.5 | -4.3% | 0.1 | ?
O=C1CC(N2CCC(c3nc4ccccc4o3)CC2)C(=O)N1 (stereo not given) | 14.5% | 6.0% | 1.1% | -0.6% | 0.2 | 3.8% | 0.0 | -1.7%
CC(C(=O)NC1CCCc2ccccc21)N1CCN(c2ccc(F)cc2)CC1 (stereo not given) | -10.9% | 2.0% | 0.5% | -8.5% | 0.3 | -1.5% | 0.5 | -1.3%

High-throughput results (PubChem)
